Screening results (PubChem BioAssay)
MmCpn inh: Inhibitors of TCP-1 ring complex (TRiC) of Methanococcus maripaludis (MmCpn): qHTS. Potency, µM (titrated, usually from 76.9 µM), for the others: at the highest dose activity, negative = inhibition, most hits filed as inhibitors. hit rate 0.031% among 330,000. purified Mm-Cpn ATPase, ADP Transcreener TR-FRET. AID 504842, 2011. Chaperonin Mm-Cpn (Methanococcus maripaludis); also: potency is read from the fitted curve at half-maximal effect; % is scaled to controls: 0 for no effect and ±100 for the full control effect; nearly all actives have a fitted effect of over 80% in size
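ATPase turnover read by TR-FRET ADP competition (Eu cryptate antibody/ADP-d2, 665/590 nm): 10uM ATP final, 25nM Mm-CPN final, 30 min 37degC after 10-min compound preincubation, pH 7.4 Tris/KCl/MgCl2/DTT buffer.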
Akt phos inh: HTS Assay for Inhibitors of Akt Phophorylation: Primary Screen. activity change, % for hits at 50 µM. AID 651550, 2012. Neuro2A IGF-stimulated pAkt S473 HTRF, 20 min; hits give low values. hit rate 0.32% among 360,000; in the data active = activity change below about -80%; inconclusive = mostly about -51% to -80%; also: % is scaled to controls: 0 for no effect and ±100 for the full control effect
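Neuro2A cells in DMEM with 0.5% FBS, overnight at 37 deg C, given compound at single 50 µM final, then IGF (6 nM final) for 20 min at 37 deg C. Lysed; phospho-Akt Ser473 by HTRF after 24 h, 665/615 ratio.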
Nrf2 ARE act: qHTS of Nrf2 Activators. AREc32 ARE-luciferase reporter (MCF7-derived line), luminescence, 24 h. Potency, µM (highest dose often 46.1 µM), for the others: top-dose activation, actives largely listed as activators. hit rate 0.31% among 410,000; also: potency is read from the fitted curve at half-maximal effect; % of control where 0% means no effect; nearly all actives have a fitted effect of over 65% in size
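Luminescent ARE reporter assay in AREc32_Fluc cells: overnight plating at 37 deg C, 24 hr compound incubation, Steady-Glo added, 30 min RT before reading.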
TGFb inhibitor: qHTS for Inhibitors of TGF-b. Potency, µM (series often up to 46.1 µM), for the others: top-dose activity, negative = inhibition, usual class: inhibitors. hit rate 1.2% among 410,000. HepG2 CAGA-GFP TGF-b/SMAD3 reporter, GFP fluorescence, 18 h; TGF-beta stimulated, 500 pg/mL final; also: potency is read from the fitted curve at half-maximal effect; % is scaled to controls: 0 for no effect and ±100 for the full control effect; nearly all actives have a fitted effect of over 65% in size
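HEPG2 CAGA-GFP, 1000 cells/well; 2 h settle, 37 C; cpd via pin tool; TGF-b 500 pg/mL final; 18 h, 37 C; GFP imaging ex488/em500-530; %Activity normalised to -TGF-b and +DMSO controls; CRC fit, curve class.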
EPAC2 ag: qHTS for Agonist of cAMP-regulated guanine nucleotide exchange factor 4 (EPAC2): primary screen; Potency, µM (series often up to 154 µM), for the others: top-dose activation, actives largely listed as activators; hit rate 0.079% among 360,000; EPAC2 activation, biochemical qHTS; response scale: 100% = 6.5 mM cAMP response; AID 720711, 2013; also: potency is read from the fitted curve at half-maximal effect; nearly all actives have a fitted effect of over 50% in size
Target sequence (Q8WZA2 whole entry, looked up): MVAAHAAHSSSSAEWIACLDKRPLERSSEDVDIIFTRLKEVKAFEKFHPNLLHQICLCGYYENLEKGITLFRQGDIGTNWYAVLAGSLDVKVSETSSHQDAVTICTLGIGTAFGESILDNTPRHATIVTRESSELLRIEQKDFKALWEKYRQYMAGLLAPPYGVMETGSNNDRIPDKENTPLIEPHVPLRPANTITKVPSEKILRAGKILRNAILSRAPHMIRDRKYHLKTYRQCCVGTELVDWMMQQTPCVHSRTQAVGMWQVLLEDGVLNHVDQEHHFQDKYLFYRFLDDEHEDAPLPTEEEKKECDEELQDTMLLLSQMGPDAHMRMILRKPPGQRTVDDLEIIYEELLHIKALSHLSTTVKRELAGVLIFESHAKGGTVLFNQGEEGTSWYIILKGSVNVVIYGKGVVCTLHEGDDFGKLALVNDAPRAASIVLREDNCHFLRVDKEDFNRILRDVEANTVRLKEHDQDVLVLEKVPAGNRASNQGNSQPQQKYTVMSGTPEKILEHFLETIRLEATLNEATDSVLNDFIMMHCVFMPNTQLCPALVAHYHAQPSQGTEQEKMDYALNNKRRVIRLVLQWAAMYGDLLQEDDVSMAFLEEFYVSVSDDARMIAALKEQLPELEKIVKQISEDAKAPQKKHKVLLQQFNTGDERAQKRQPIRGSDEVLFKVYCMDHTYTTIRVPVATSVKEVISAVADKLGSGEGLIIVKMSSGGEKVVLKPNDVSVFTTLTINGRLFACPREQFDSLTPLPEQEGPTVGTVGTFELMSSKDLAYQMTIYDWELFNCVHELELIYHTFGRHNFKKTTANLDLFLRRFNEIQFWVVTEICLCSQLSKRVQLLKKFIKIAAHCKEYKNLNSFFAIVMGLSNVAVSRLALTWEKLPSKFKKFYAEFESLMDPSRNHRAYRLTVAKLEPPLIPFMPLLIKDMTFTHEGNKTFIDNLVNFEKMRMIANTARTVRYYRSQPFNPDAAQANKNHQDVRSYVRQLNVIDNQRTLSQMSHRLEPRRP
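EPAC2 (100 nM) mixed with Rap1B loaded with BODIPY-GDP (250 nM) plus 50 uM unlabeled GDP; compounds pinned in, 5 min RT, then read every 5 min for 30 min (ex 480, em 540 nm). Normalized to cAMP control.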
Nrf2 inh: Nrf2 qHTS screen for inhibitors | hit rate 2.1% among 360,000 | Potency, µM (titrated, usually from 46 µM), without a hit: at the highest dose activity change, negative = inhibition, most hits filed as inhibitors | A549 ARE-Fluc reporter, luciferase luminescence, 18-24 h; also: potency is read from the fitted curve at half-maximal effect; % is scaled to controls: 0 for no effect and ±100 for the full control effect; nearly all actives have a fitted effect of over 60% in size
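In this cell-based qHTS, ARE-driven firefly luciferase in A549 cells reports Nrf2 activity; the luminescent signal after BugLite lysis is the measured value, with a prior CellTiter-Fluor read for cell health.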
CCT chaperon mod: High-Throughput Screening for Modulators of Cytosolic Chaperonin Activity; purified chaperonin ATPase assay, HTRF ADP detection, 30 min; activity change, % (concentration not given with the values), hits read low; hit rate 0.3% among 360,000; AID 651819, 2012; in the data active = activity change below about -30%; also: % is scaled to controls: 0 for no effect and ±100 for the full control effect
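We incubate TRiC, 40 or 20 nM final, with library compounds at 76 uM and 10 uM ATP for 30 min at 37 °C. ADP formed is detected with Transcreener HTRF reagents after 30 min at room temperature.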
A549 viability: Nrf2 qHTS screen for inhibitors: counterscreen for cytotoxicity; Potency, µM (series often up to 46 µM), inactives show at the top dose activity change, negative = cytotoxicity, hits mostly inhibitors; A549 ARE-Fluc cells, CellTiter-Fluor viability, 18-24 h; hit rate 0.16% among 390,000; also: potency is read from the fitted curve at half-maximal effect; % is scaled to controls: 0 for no effect and ±100 for the full control effect
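Cytotoxicity counterscreen: CellTiter-Fluor fluorescence was measured in A549 ARE_Fluc cells after 18-24 h of compound exposure in a concentration series. The subsequent BugLite luminescent read reports ARE-luciferase activity.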
EPAC2 antag: qHTS for Antagonist of cAMP-regulated guanine nucleotide exchange factor 2 (EPAC2): primary screen | Potency, µM (top dose mostly 114 µM), for inactives: at the highest dose activity, negative = inhibition, usual class: inhibitors | Rap guanine nucleotide exchange factor 4 (Homo sapiens), Q8WZA2 | EPAC2 GEF exchange of Rap1B-BODIPY-GDP, fluorescence | AID 720708, 2013 | hit rate 0.18% among 360,000; also: potency is read from the fitted curve at half-maximal effect; % is scaled to controls: 0 for no effect and ±100 for the full control effect; nearly all actives have a fitted effect of over 45% in size; many of its hits are not listed in these tables
* marks the source's active call; other numbers are inactive results; i = inactive; ? = inconclusive; / = not tested or not shown; [ ] = another dose, or the depositor's remark. Unless noted, calls follow the shape of the dose curve; as a rule, active = well fitted curve in the direction sought with a large enough effect; inconclusive = small, poorly fitted or top-dose-only effect, or another doubt; inactive = no such curve, though single readings can be large; an effect the other way counts as inactive or inconclusive.

SMILES	MmCpn inh	Akt phos inh	Nrf2 ARE act	TGFb inhibitor	EPAC2 ag	Nrf2 inh	CCT chaperon mod	A549 viability	EPAC2 antag
CCCCC(C(=O)NC1CCCC1)N(C(=O)c1snc(C(N)=O)c1N)c1ccc(C)cc1 (stereo not given)	-1%	i	0.1%	-1%	-7%	?	-3.3	9%	-6%
COc1cccc(Nc2ncnc3onc(-c4ccccc4OC)c23)c1	0%	i	-0.2%	-2%	16%	-2%	-1.6	-1%	-20%
CCOC(=O)c1nc(C)n(-c2ccc([N+](=O)[O-])cc2)n1	-1%	i	0.2%	?	7%	5%	0.6	1%	4%
Cc1nc(SCC(=O)NCCc2ccccc2)nc(C)c1C	0%	i	0.0%	?	4%	6%	-2.6	-6%	-5%
CCOC(=O)/C(C#N)=C1\C=CN(C)C(C)=N1	1%	i	-0.2%	6%	10%	-28%	-2.1	-2%	3%
CC(C)Nc1nc(-c2ccccn2)nc(-c2ccccc2)c1C#N	2%	i	0.2%	-7%	5%	?	-0.9	1%	-1%
Cc1ccc(Cn2nc(C)c(NC(=O)c3cc(-c4ccc(F)cc4)on3)c2C)cc1	/	/	-0.2%	-12%	/	-30%	/	-15%	/
CC(=O)c1cccc(N(CC(=O)Nc2ccc(S(=O)(=O)N3CCCC3)cc2)S(C)(=O)=O)c1	1%	i	0.0%	-6%	-2%	1%	-1.3	-2%	3%
CCOC(=O)C1=C(C)N(C)C(=O)NC1c1cc2c(cc1[N+](=O)[O-])OCO2 (stereo not given)	0%	i	-0.1%	10%	-2%	-5%	-3.0	-3%	-6%
NS(=O)(=O)c1ccc(CCNC(=O)Cn2c(=O)c3cccn3c3ccc(F)cc32)cc1	/	/	0.9%	-2%	/	-12%	/	7%	/
O=C(COc1ccccc1-c1ccccc1)c1ccccc1	0%	i	-0.3%	6%	23%	4%	-1.0	-4%	4%
N#CCSc1nnc(Cc2ccc3c(c2)OCO3)o1	1%	i	2.2%	1%	6%	2%	0.7	11%	11%
Cc1ccc(S(=O)(=O)N(C)C)cc1NC(=O)COC(=O)CC1CCCC1	-6%	i	-0.4%	-21%	-9%	0%	-1.4	1%	1%
CC(CCC(=O)O)(c1ccc(O)cc1)c1ccc(O)cc1	2%	i	1.6%	-2%	-1%	?	0.7	3%	0%
OCc1ccccc1OCCCOc1cccc2cccnc12	-3%	i	2.8%	0%	-7%	6%	-3.7	-9%	-4%
Cc1ccc(N2CC(C(=O)Nc3nnc(SCCN4CCOCC4)s3)CC2=O)cc1C (stereo not given)	2%	i	0.1%	-22%	-5%	-14%	0.2	1%	-5%
O=C(C[C@H]1C/C=C\CC[C@H](Cc2ccc(F)cc2)C(=O)O[C@@H](c2ccccc2)CNC1=O)N[C@@H](CO)Cc1ccccc1	-2%	i	-2.9%	7.1µM*	-5%	-16%	-0.7	?	-18%
CC(C)c1ccc(S(=O)(=O)Nc2ccc(SC(F)F)cc2)cc1	-1%	i	0.1%	?	0%	-28%	0.1	-2%	-18%
O=C(Nc1cccc(Cl)c1N1CCOCC1)c1cc([N+](=O)[O-])ccc1N1CCOCC1	1%	i	0.2%	1%	2%	-17%	-2.4	0%	-10%
CC(=O)NCC(=O)OCC(=O)Nc1nc(-c2ccccc2)cs1	-1%	i	0.3%	3%	11%	?	-11	2%	-10%

In the list so far, these have two or more sulfur atoms.
SMILES	MmCpn inh	Akt phos inh	Nrf2 ARE act	TGFb inhibitor	EPAC2 ag	Nrf2 inh	CCT chaperon mod	A549 viability	EPAC2 antag
CC(=O)c1cccc(N(CC(=O)Nc2ccc(S(=O)(=O)N3CCCC3)cc2)S(C)(=O)=O)c1	1%	i	0.0%	-6%	-2%	1%	-1.3	-2%	3%
Cc1ccc(N2CC(C(=O)Nc3nnc(SCCN4CCOCC4)s3)CC2=O)cc1C (stereo not given)	2%	i	0.1%	-22%	-5%	-14%	0.2	1%	-5%
CC(C)c1ccc(S(=O)(=O)Nc2ccc(SC(F)F)cc2)cc1	-1%	i	0.1%	?	0%	-28%	0.1	-2%	-18%

Continuation.
SMILES	MmCpn inh	Akt phos inh	Nrf2 ARE act	TGFb inhibitor	EPAC2 ag	Nrf2 inh	CCT chaperon mod	A549 viability	EPAC2 antag
O=C(Nc1ccccc1-c1nnc(SCc2ccc(Cl)cc2)o1)c1ccccc1	-17%	i	0.5%	-13%	5%	11%	-2.6	?	5%[57.1 µM]
CCN(CC)S(=O)(=O)c1ccc(O)c(NC(=O)CN2CCc3ccccc3C2)c1	-1%	i	0.3%	?	7%	1%	-1.3	5%	2%
CC(C)c1ccc(S(=O)(=O)c2nnn3c2nc(N2CCCCC2)c2sccc23)cc1	/	/	-1.0%	15%	/	?	/	0%	/
Cc1ccc(S(=O)(=O)N2CCCCC2)cc1NC(=O)COC(=O)c1ccccc1F	-3%	i	-0.8%	26%	-2%	6%	-1.7	2%	-11%
N#CCCn1cc(C(=O)Nc2ccccc2Br)c(-c2cccs2)n1	-3%	i	-0.1%	7%	15%	?	-0.8	-5%	3%
CCOc1ccc(S(=O)(=O)N(CC(=O)N2CCC(C(N)=O)CC2)c2ccc(F)cc2)cc1	-3%	i	2.2%	9%	25%	3%	-3.1	8%	-6%
CN(C)S(=O)(=O)N1CCC(n2nccc2NC(=O)CCCc2ccccc2)CC1	-1%	i	-0.8%	-1%	10%	7%	-1.9	11%	-6%
CC1CCN(C(=O)c2cc(-c3ccc4c(c3)OCO4)on2)CC1	2%	i	-2.1%	11%	5%	?	-0.7	2%	-14%
CC(=O)c1cccc(NC(=O)c2cccc(S(=O)(=O)N(C)C)c2)c1	0%	i	3.2%	8%	-13%	13%	-1.7	-5%	3%
CC(C)N(C)Cc1cn(C)nc1-c1ccc(Oc2ccccc2)cc1	-2%	i	-0.2%	40%[activator]	2%	2%	-1.8	-7%	6%
COc1ccccc1NC(=O)C(=O)N/N=C(\C)CC(=O)Nc1ccccn1	1%	i	5.8%	?	1%	9%	-1.5	1%	17%
Cc1ccc(-c2nc(S(=O)(=O)c3ccc(C)cc3)c(N3CCOCC3)o2)cc1	1%	i	-0.6%	-17%	3%	-1%	0.1	-2%	?
CCOc1ccc(Br)cc1C(=O)N/N=C/c1ccccn1	3%	i	2.5%	13%	2%	?	2.0	-7%	-10%
Cc1ccc(CNC(=O)C2CCCN(c3nc4ccccc4o3)C2)cc1 (stereo not given)	0%	i	-0.1%	-24%	13%	-16%	-1.1	-3%	26%
CCOP1(=O)C=C(Sc2ccc([N+](=O)[O-])cc2[N+](=O)[O-])C(C)(C)O1 (stereo not given)	/	i	13%	-16%	17%	-4%	-0.3	-8%	-2%
O=C(CCCOc1ccc(Cl)cc1Cl)Nc1cccnc1	-2%	i	-0.4%	6%	-3%	?	-0.1	-3%	-3%
Cc1ccc(C(=O)N(C)CC(=O)Nc2cccc(F)c2)cc1S(=O)(=O)N1CCCCC1	3%	i	-0.6%	?	-8%	-14%	1.6	-18%	-7%
CN(c1ccccc1)S(=O)(=O)c1cccc(C(=O)NCC(=O)Nc2ccc(F)c(F)c2F)c1	2%	i	-0.1%	?	3%	?	-2.1	16%	-3%
CCOCCCNC(=O)c1c[nH]c2c(CC)cccc2c1=O	1%	i	1.9%	9%	4%	1%	1.5	-1%	1%
O=C(Nc1ccccc1F)C1CCN(C(=O)NC2CCCCC2)CC1	-2%	i	0.3%	-3%	4%	3%	1.7	-1%	-1%
CCCNC(=O)c1onc(CSc2ccc(F)cc2)c1C(=O)NCCC	1%	i	-0.1%	2%	3%	-9%	-0.7	4%	-26%
COc1ccc(/C(O)=C2\C(=O)C(=O)N(c3cc(C)on3)C2c2cccc(OC)c2OC)cc1C (stereo not given)	-11%	i	2.0%	-3%	-8%	0%	-1.7	-16%	8%

Just A549 viability and CCT chaperon mod (seven entries from above):
SMILES,A549 viability,CCT chaperon mod
Cc1ccc(CNC(=O)C2CCCN(c3nc4ccccc4o3)C2)cc1 (stereo not given),-3%,-1.1
CC(=O)c1cccc(NC(=O)c2cccc(S(=O)(=O)N(C)C)c2)c1,-5%,-1.7
CCOc1ccc(Br)cc1C(=O)N/N=C/c1ccccn1,-7%,2.0
COc1ccccc1NC(=O)C(=O)N/N=C(\C)CC(=O)Nc1ccccn1,1%,-1.5
N#CCCn1cc(C(=O)Nc2ccccc2Br)c(-c2cccs2)n1,-5%,-0.8
CC1CCN(C(=O)c2cc(-c3ccc4c(c3)OCO4)on2)CC1,2%,-0.7
CCOCCCNC(=O)c1c[nH]c2c(CC)cccc2c1=O,-1%,1.5

These rows are one share of the data, so the mix of outcomes need not match the whole.
